# High-throughput results as filed in PubChem BioAssay.
# mcGAS RapidFire: mouse cGAS inhibition by mass spec; Q8C6L5; recombinant mouse cGAS, cGAMP by RapidFire MS; inhibition, % at 12.5 µM; 0.18% of 130,000 active;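 active = inhibition of cGAS enzyme activity at or above 60%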;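 note: enzyme stimulated by 45 bp dsDNA with ATP and GTP substrates; cGAMP share of summed cGAMP plus half ATP and half GTP signals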
# Target sequence (Q8C6L5 whole entry, looked up): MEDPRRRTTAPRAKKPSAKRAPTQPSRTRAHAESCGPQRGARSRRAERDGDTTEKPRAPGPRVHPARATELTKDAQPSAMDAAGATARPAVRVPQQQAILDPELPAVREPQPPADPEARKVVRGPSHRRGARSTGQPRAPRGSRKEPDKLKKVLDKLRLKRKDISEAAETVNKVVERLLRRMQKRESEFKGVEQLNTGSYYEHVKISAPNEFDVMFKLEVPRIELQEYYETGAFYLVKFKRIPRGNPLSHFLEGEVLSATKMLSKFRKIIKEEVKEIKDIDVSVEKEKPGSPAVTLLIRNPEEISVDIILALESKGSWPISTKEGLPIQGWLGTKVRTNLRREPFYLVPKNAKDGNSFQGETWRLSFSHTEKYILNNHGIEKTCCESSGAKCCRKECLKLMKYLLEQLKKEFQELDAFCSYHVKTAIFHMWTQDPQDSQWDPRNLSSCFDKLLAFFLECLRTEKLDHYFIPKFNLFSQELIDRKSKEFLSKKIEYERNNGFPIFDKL
# Numbers without * were called inactive; & = joins results of further samples. Some of the compounds tested; count on the stated rates, not on these rows.
mcGAS RapidFire,SMILES
-9,Cc1[nH]c2ccccc2c1C(c1ccccn1)N1CCCCC1 (configuration not stated)
-5,Cc1ccc(C(=O)NCCN2C(=O)SC(=Cc3cccc(Br)c3)C2=O)o1
-5,CCCNc1nc2ccccn2c(=O)c1C=C1SC(=S)N(CC(C)C)C1=O
-7,Cc1cc(O)c(C(c2ccncc2)N2CCCCC2)c(=O)n1Cc1cccnc1 (configuration not stated)
-9,COc1ccc(NC(=O)N2CCCC2c2nnc3n2CCCCC3)cc1 (configuration not stated)
-9,c1csc(-c2noc(CSc3ncnc4ccccc34)n2)c1
-6,CNC(=O)CN1C(=O)CSC1c1ccc(C)cc1 (configuration not stated)
-7,CN(Cc1ccccc1-n1cccn1)C(=O)[C@H]1CCCO1
-3,O=C1OC(c2ccc3c(c2)OCO3)=N/C1=C\c1cccc(F)c1
-3,CC(c1ccc(Cl)cc1)C(C)N(C)S(=O)(=O)CC1CCOC1 (configuration not stated)
-3,Cc1cccc(NC(=O)C2CSCN2C(=O)c2nccc3ccccc23)c1C (configuration not stated)
-25,Cc1ccc(NC(=O)C(C)n2nc(-c3ccco3)oc2=O)c(C)c1 (configuration not stated)
1,CC(N)=C(C#N)C(=O)COC(=O)CC1CCCC1
4,O=C(CCC1CCN(C(=O)Cn2nc3ccccc3n2)CC1)NCC1CCCO1 (configuration not stated)
4,CCN(C1CCS(=O)(=O)C1)S(=O)(=O)c1ccc(Cl)cc1 (configuration not stated)
7,CC(Cn1cccn1)Nc1ncnc2c1c(Br)nn2C (configuration not stated)

# Look-ups from the entries so far:
# Under mcGAS RapidFire, CC(Cn1cccn1)Nc1ncnc2c1c(Br)nn2C (configuration not stated) has the entry 7
# Under mcGAS RapidFire, CC(c1ccc(Cl)cc1)C(C)N(C)S(=O)(=O)CC1CCOC1 (configuration not stated) has the entry -3
# Under mcGAS RapidFire, Cc1ccc(NC(=O)C(C)n2nc(-c3ccco3)oc2=O)c(C)c1 (configuration not stated) has the entry -25

# Additional results follow.
mcGAS RapidFire,SMILES
34,Cc1[nH]cnc1CSCCNc1nc(-c2ccncc2)nc2c1CNC2
3,Cc1ccc(NC(=O)CSc2nnc(CCC(=O)O)c(=O)[nH]2)c(C)c1
-18,CCc1nnc(NC(=O)Cc2ccc(F)cc2)s1
-11,COc1ccccc1-c1ccc(NCCn2cccn2)nn1
-2,CCCCC(CC)CNS(=O)(=O)c1cccc(F)c1 (configuration not stated)
-3,O=C(c1cc(=O)c(OCc2ccccc2)c[nH]1)N1CCN(c2cccc(C(F)(F)F)c2)CC1
-17,COc1ccccc1CN(CC(=O)NC(=O)NC(C)(C)C)Cc1cccs1
1,COc1cncc(N2CC3ON=C(c4c(F)cccc4Cl)C3C2)c1 (configuration not stated)
-12,O=C(c1ccc2c(c1)OCO2)N1CCC(n2cc(C3CCCC3)nn2)CC1
-11,COCC(=O)N1CCCC(N2CCN(c3ccccc3OC)CC2)C1 (configuration not stated)
-10,COc1cc(C=CC(=O)c2ccc(F)cc2)ccc1OC(F)F
6,Cc1cnn(CC2CC2)c1NC(=O)C1CC1c1ccccc1Cl (configuration not stated)
-11,Cc1cc(N2C[C@H]3C[C@H](O)[C@H](O)C[C@H]3C2)nc(-c2ccccc2)n1
-5,COCCc1nc2ccc(C(=O)N3CCc4c([nH]c5ccccc45)C3C(C)C)cc2o1 (configuration not stated)
-2,COc1cc(C(=O)NC(=S)Nc2cc(C)c(C)cc2O)cc(OC)c1OC
5,C=CCc1cc(C)c(OCCCCN2CCN(C)CC2)c(C)c1

# Reprinted at random: 3 compounds from above, in no set order.
mcGAS RapidFire,SMILES
6,Cc1cnn(CC2CC2)c1NC(=O)C1CC1c1ccccc1Cl (configuration not stated)
-5,COCCc1nc2ccc(C(=O)N3CCc4c([nH]c5ccccc45)C3C(C)C)cc2o1 (configuration not stated)
-12,O=C(c1ccc2c(c1)OCO2)N1CCC(n2cc(C3CCCC3)nn2)CC1

# (further entries)
mcGAS RapidFire,SMILES
-8,C=CCn1nnnc1SCc1cccc(CSc2nnnn2CC=C)c1
-12,COc1cccc(CN2CCCC(NCC3=Cc4cccc(OC)c4OC3)C2)c1 (configuration not stated)
-8,Cc1ccc(-n2nc3c(c2NC(=O)c2ccc(S(=O)(=O)N(C)C)cc2)CSC3)cc1C
4,N#Cc1cccc(-c2cnc(CN)[nH]2)c1
-6,CS(=O)(=O)N1CCC(CO)(Cc2ccccc2C(F)(F)F)CC1
-3,NS(=O)(=O)N1CCN(C(c2ccccc2)c2ccccc2)CC1
-20,Cc1ccccc1S(=O)(=O)NC(=O)C1(C)CCN1C(=O)CC(c1ccccc1)c1ccccc1 (configuration not stated)
-18,COc1ncccc1-c1ccc(NC2CCCC2)nn1
-10,Cc1ccnc(N2CCN([C@@H]3c4ccccc4C4(CCNCC4)[C@H]3O)CC2)c1
-15,COCCc1noc(-c2ccc(-c3cccc(C(C)OC)c3)nc2)n1 (configuration not stated)
-4,CN1CC=C(CN(Cc2ccc3c(c2)OCO3)C(=O)c2cccs2)CC1
-9,O=C(CSc1nc2ccccc2o1)NCc1n[nH]c(=O)c2ccccc12
7,O=C(NCCCc1ccccc1)C1CC=CCC1C(=O)N1CCc2ccccc2C1 (configuration not stated)
7,CCCn1nc(C(=O)Nc2nc3ccc(C)cc3s2)ccc1=O
0,O=C(Nc1cc2c(ccc3ccccc32)oc1=O)c1ccc(Cl)cc1
-5,Fc1cccc(-c2cnnc(NCCC3=CCCCC3)n2)c1
-8,Cc1c(C(=O)N(CC(F)(F)F)C(C)C2CC2)oc2ccc(F)cc12 (configuration not stated)
-10,COc1ccc2c(c1)OCC(C=C1N=C(c3ccc(OC)c(OC)c3)OC1=O)=C2
-2,CCOC(=O)CN(Cc1cccc(C(N)=O)c1)C1CC1
-11,C=C(C)CSc1nnc(C)c(=O)[nH]1
-7,CC(C)(C)NC(=O)C1CSCN1C(=O)c1cccc(CC#N)c1 (configuration not stated)
-3,CCN1CCCC1CNS(=O)(=O)N1CC(C)OC(C)C1 (configuration not stated)
-10,Cc1ccc(SCCC(=O)NCC2(C)CC2)cc1C
-5,C=CCNC(=O)CC1C(=O)NCCN1CC(c1ccccc1)c1ccccc1 (configuration not stated)
-1,Cc1ccc(-n2ncc3c(=O)n(NC(=O)c4ccccc4[N+](=O)[O-])cnc32)cc1C
15,CN=c1scc(-c2ccco2)n1N=Cc1sccc1C
6,CCOC(=O)N1CCC(NC(=O)c2ccccc2C2CCNC2)CC1 (configuration not stated)
3,Cc1nc(N2CCCCCCC2)ncc1C(C)NCc1cnn(C(C)C)c1 (configuration not stated)
-16,O=C1CCC2(CCCO2)CCN1Cc1ccccc1-n1cccn1 (configuration not stated)
-3,CCOc1ccc(N(CC(=O)N2CCN(c3ccccc3OC)CC2)S(C)(=O)=O)cc1
-3,O=C1CCCN1CCCNC(=O)N1CCCCC1C1OCCO1 (configuration not stated)
-7,O[C@H]1CN(c2nccc(C3CCCC3)n2)C[C@@H]1N1CCCCC1
-9,CC(C)(C(=O)N1CCCC1c1nnc2c(C(F)(F)F)cccn12)c1ccc(Cl)cc1 (configuration not stated)
-3,COc1ccc(-n2c(-c3ccc(F)cc3)n[nH]c2=S)cc1
-19,CC(C)(C)C(=O)COC(=O)c1ccc([N+](=O)[O-])o1
-5,Cc1ccc(Cn2c(Sc3nccc(C)n3)nc3c2c(=O)[nH]c(=O)n3C)cc1
-11,O=C1CSc2nc(-c3cnccn3)nn21
-2,CCn1cc2ccc(NC(=O)N(C)Cc3ccc(OC)c(F)c3)cc2n1
-9,CC(C)CCCC1CN(C(=O)CCN2CCCCCC2=O)CCO1 (configuration not stated)
-8,CCc1cccc(CC)c1NC(=O)CN1CC(C)OC(C)C1 (configuration not stated)
-6,CCCn1ccnc1CN1CCCC1c1ccccn1 (configuration not stated)
-4,O=C(C1CCCN(c2nc3c(-c4ccccc4)csc3c(=O)[nH]2)C1)N1CCOCC1 (configuration not stated)
-4,COc1cccc(OCc2ccccc2)c1C(=O)NCCc1ccc(F)cc1
-4,CCCOC(=O)C1=C(C)N(C)C(=O)NC1c1cc(Br)c(O)c(OC)c1 (configuration not stated)
-3,CN(C)C(=O)C1CN(C(=O)c2cccc(Oc3ccccc3)c2)c2ccccc2O1 (configuration not stated)
-11,COC(=O)c1c(-c2cccs2)csc1N
-5,Fc1ccc(F)c(COC2CCCNC2)c1 (configuration not stated)
-8,O=C1CN(C(=O)COc2ccc(-c3ccccc3)cc2Cl)CCN1
-26,O=[N+]([O-])c1c(Sc2nnnn2-c2ccccc2)nc2ccccn12
-20,O=C(C=Cc1nc2ccccc2o1)Nc1cc(S(=O)(=O)N2CCOCC2)ccc1N1CCOCC1
-34,NS(=O)(=O)c1ccc(-n2ncc(Cl)c(Cl)c2=O)cc1
5,CC1(C#CC(=O)O)CC1(Cl)Cl (configuration not stated)
3,O=C1c2cccc3c(Cl)ccc(c23)C(=O)N1c1ccc(Cl)cc1
-48,COCCS(=O)(=O)N(Cc1ccco1)c1ccc(F)cc1F
2,Cc1ccc(NC(=O)C2CCCNC2)nc1 (configuration not stated)
3,Cc1noc(C)c1C(C)CNC(=O)Nc1cccc(F)c1 (configuration not stated)

# Ordered by count of non-hydrogen atoms (high to low): part of the list above
mcGAS RapidFire,SMILES
3,Cc1noc(C)c1C(C)CNC(=O)Nc1cccc(F)c1 (configuration not stated)
-34,NS(=O)(=O)c1ccc(-n2ncc(Cl)c(Cl)c2=O)cc1
2,Cc1ccc(NC(=O)C2CCCNC2)nc1 (configuration not stated)

# Other structures.
mcGAS RapidFire,SMILES
1,CC(=O)N(CN1C(=O)c2cc(Cl)c(Cl)cc2C1=O)c1ccccc1C
3,Cc1cccc(OCC2CNCCO2)c1 (configuration not stated)
-8,C[C@@H]1CN(C2(C(=O)NCCc3cscn3)Cc3ccccc3C2)C[C@H](C)O1
-4,O=C(NCCCN1CCCC1)C1CCC(=O)N1C1CCCCC1 (configuration not stated)
-2,COCC(=O)NN=C(C)CC(=O)N1CCCC1
-6,O=C(O)Cc1coc2cc(OS(=O)(=O)c3cc(Cl)ccc3Cl)ccc12
-1,CCC(NC(=O)c1ccc(NC(=O)C2CC2)s1)c1ccc(Br)cc1 (configuration not stated)
-12,COc1ccc(C(=O)CSc2nnc(NC(C)(C)C)s2)cc1
-3,CN1C(=O)/C(=C2\SC(=O)N(c3ccc(O)cc3)C2=O)c2ccccc21
-6,COCCC(=O)N(c1ccccc1F)C1CCCC1
-8,Cc1cc(C(=O)N[C@H](CO)CC(C)C)c(NC(=O)C(C)(C)C)s1
-7,Cc1cc(NC(=O)CCCc2ccccc2)nc2c1c(=O)oc1ccccc12
-5,COc1ccc(OC)c(NC(=O)CCc2c(C)nn(-c3nc(C)cc(=O)[nH]3)c2C)c1
-8,c1cc2occc2c(N2CCC3(CCCO3)CC2)n1
-10,Cc1nnc(C)n1-n1ccc2nc3ccn(-c4ccccn4)c(=O)c3cc2c1=O
-7,CCN1CCN(CC(=O)N(CCc2ccc(OC)cc2)CC2CCN(C)CC2)CC1
-3,COC(=O)C1=C(C)N(c2cc(C)cc(C)c2)C(=O)/C1=C\c1ccc(O)cc1
-8,O=C(OCC(=O)N1CCCC1)C(=Cc1cccs1)c1cccs1
-1,COc1cc2c(cc1OC)C(=O)CC(C)S2 (configuration not stated)
18,O=C1c2ccccc2-c2onc3c(Br)cc(NC(=O)C(F)(F)F)c1c23
0,CC(C)c1c(O)cc(-c2cccs2)n(-c2ccc(Cl)cc2)c1=O
-12,CC1CC(C)CN(S(=O)(=O)N2CC(C)OC(C)(C)C2)C1 (configuration not stated)
-1,CC1CN(C(=O)OC(C)(C)C)c2ccccc2N1Cc1ccc(C#N)cc1 (configuration not stated)
-3,Cc1cccc(CN2CCN(c3nc4c(c(=O)[nH]c(=O)n4C)n3CCC(C)C)CC2)c1
-25,CCC1(CC)CN(c2ccnc(C(=O)NCCOC)c2)CCO1
-8,Cc1ccc(-c2cc(=O)n(CC(=O)NCCc3ccccc3)cn2)cc1
-7,COc1ccc2c(c1)OCC(C(=O)Nc1ccc(C(C)=O)cc1)=C2
-3,CC=Cc1ccc(OCCN2C(=O)c3ccccc3C2=O)c(OC)c1
23,CCN1CCN(CC(=O)c2cc(OC)c(OC)c(OC)c2)CC1
-11,CC(C)N1CCC(C)(C(=O)Nc2cc(C(C)(C)C)nn2C)C1 (configuration not stated)
-5,CC(C)(CNC(=O)Cn1ccnn1)c1ccc(Cl)c(Cl)c1
25&45,Cc1ccc(C)n1-c1ccc(I)cc1

# Reformatted as labelled records: entries from further up.
> CCN1CCN(CC(=O)c2cc(OC)c(OC)c(OC)c2)CC1
  mcGAS RapidFire: 23

> CC(C)N1CCC(C)(C(=O)Nc2cc(C(C)(C)C)nn2C)C1 (configuration not stated)
  mcGAS RapidFire: -11

> CC(C)(CNC(=O)Cn1ccnn1)c1ccc(Cl)c(Cl)c1
  mcGAS RapidFire: -5

> Cc1ccc(C)n1-c1ccc(I)cc1
  mcGAS RapidFire: 25&45

# Following part:
mcGAS RapidFire,SMILES
-2,Cc1nc(-c2ccc(CN(C)C3CCCc4ccccc43)cc2)[nH]c(=O)c1C (configuration not stated)
-8,CCOc1ccc(Cc2nnc(N3CCOCC3)[nH]c2=O)cc1
6,N#Cc1cc2c([nH]c1=S)CCC2
-5,CS(=O)CCN1CCN(S(=O)(=O)c2ccc(F)cc2)CC1 (configuration not stated)
-7,CCCC(C)(C)C(=O)N1CCC1(C)C(=O)NS(=O)(=O)c1ccccc1C(F)(F)F (configuration not stated)
-7,CC(C)c1nn(CC(=O)N2CCc3ccccc32)c(=O)c2c1cnn2-c1ccc(F)cc1
-9,CC(C)c1nc2cc(C(=O)NCc3ccccn3)ccc2o1
-8,CC(CNC(=O)C(F)(F)C(F)F)NC(=O)C(F)(F)C(F)F (configuration not stated)
